HTR5A ag ctr: HTR5A agonists in luminescence cell assay, primary screen, counter-screen for OPRM1-OPRD1 heterodimer agonist project, full-deck HTS; 5-hydroxytryptamine receptor 5A (Homo sapiens), P47898; cell-based; activation, % at 9.3 µM; 340,000 compounds, 0.61% hits; AID 504692, 2011; in the data active = activation mostly above about 9.5%, no sharp cut-off; inactive = mostly below about 7.6%;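 also: 0% = cells with vehicle only and 100% = reference agonist; strong numbers were not always called active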
Target sequence (P47898 whole entry, looked up): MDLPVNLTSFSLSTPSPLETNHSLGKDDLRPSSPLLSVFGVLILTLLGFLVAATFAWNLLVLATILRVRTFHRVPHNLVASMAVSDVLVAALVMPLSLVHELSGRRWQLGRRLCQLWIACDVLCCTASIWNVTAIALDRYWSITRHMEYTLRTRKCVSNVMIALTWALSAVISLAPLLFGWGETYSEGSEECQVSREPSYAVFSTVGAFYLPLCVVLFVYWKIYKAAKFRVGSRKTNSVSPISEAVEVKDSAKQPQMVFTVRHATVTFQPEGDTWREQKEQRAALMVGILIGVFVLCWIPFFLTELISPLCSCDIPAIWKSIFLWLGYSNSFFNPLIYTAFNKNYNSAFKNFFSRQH
MOR-DOR ag: agonists of OPRM1-OPRD1 heterodimerization, primary screen, cell-based, luminescence. AID 504326, 2011. cells. activation, % at 9.3 µM. 340,000 compounds, 0.3% hits. Mu-type opioid receptor (Homo sapiens) + Delta-type opioid receptor (Homo sapiens), …; in the data active = activation above about 18%;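 also: 0% = vehicle-treated cells and 100% = reference agonist; values of inactives mirror those of a sister screen read the other way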
C-LANA FP: inhibitors of KSHV C-LANA binding to DNA, primary screen, biochemical, fluorescence polarization, FAM-LBS DNA, MBP-C-LANA, single point. Kaposi's sarcoma herpesvirus LANA C-terminal domain (residues 932-1162) DNA binding. inhibition, % at 9 µM. 340,000 compounds, 0.078% hits;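 active = highest replicate inhibition at or above 60% at 9 µM, even if other replicates fall short; inactive = all replicates below 60% inhibition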;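 also: 0% = neutral control wells and 100% = 4 µM acridine orange control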
HTR5A inv ctr: HTR5A inverse agonists in luminescence cell assay, primary screen, counter-screen for OPRM1-OPRD1 heterodimer inverse agonist project, full-deck HTS; 5-hydroxytryptamine receptor 5A (Homo sapiens), P47898; inhibition, % at 9.3 µM; HTR5A cell line, inverse agonism; 340,000 compounds, 0.083% hits; in the data active = inhibition mostly above about 23%, no sharp cut-off; inactive = mostly below about 18%;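 also: 0% = cells with DMSO and 100% = no-cell wells with DMSO; some compounds called inactive have numbers as strong as hits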
V-ATPase pH: regulators of yeast V-ATPase proton pumping, primary screen, pHLuorin cytosolic pH fluorescence. S. cerevisiae. response, % at 10 µM. 350,000 compounds, 0.37% hits; in the data active = response mostly above about 7.3%, no sharp cut-off; inactive = mostly below about 5.4%; also: actives read high; inactives centre near 0; some compounds called inactive have numbers as strong as hits; reference of the scale not given here
CAL PDZ FP: untagged CAL PDZ binding inhibitors, primary screen, biochemical, fluorescence polarization, HTS. inhibition, % at 24.9 µM. purified CAL PDZ, TMR-peptide fluorescence polarization, 1 h. 300,000 compounds, 0.92% hits;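 active = mean inhibition of at least 30% with at least half of replicates also reaching 30%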;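 also: 0% = DMSO neutral control and 100% = excess unlabeled competitor peptide PRC23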
Cardiac RTF inh: cardiac RTF calcium sensitivity inhibitors, primary screen, biochemical, IANBD-TnC fluorescence, EC70 calcium; Troponin I, cardiac muscle (Homo sapiens) + Troponin T, cardiac muscle (Homo sapiens) + …; IANBD-labeled cardiac RTF, Ca2+ fluorescence; inhibition, % at 7.15 µM; 340,000 compounds, 0.12% hits; AID 493244, 2011;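 active = inhibition above the mean inhibition of all tested compounds plus 3 SD, cut at about 17% in these data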;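 also: assay run at fixed EC70 calcium of 1.6 mM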
MOR-DOR inv ag: inverse agonists of MOR-DOR heterodimerization, primary screen, cell-based, luminescence. Mu-type opioid receptor (Homo sapiens) + Delta-type opioid receptor (Homo sapiens), …. cell-based MOR-DOR heterodimer luminescence, inverse agonism. inhibition, % at 9.3 µM. 340,000 compounds, 0.21% hits. AID 504357, 2011; in the data active = inhibition above about 22%, passing the limit was not always enough;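 also: 0% = cells with DMSO and 100% = wells without cells with DMSO; values of inactives mirror those of a sister screen read the other way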
cardiac RTF act: cardiac RTF calcium sensitivity activators, primary screen, biochemical, IANBD-TnC fluorescence, EC20 calcium; activation, % at 7.2 µM; 340,000 compounds, 0.24% hits; Troponin I, cardiac muscle (Homo sapiens) + Troponin T, cardiac muscle (Homo sapiens) + …; IANBD-labeled TnC RTF fluorescence at EC20 calcium; 0% EC20 calcium, 100% full calcium;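 active = activation above the mean over all tested compounds plus 3 SD, cut at about 30% in these data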;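 also: rise in fluorescence read as greater calcium sensitivity of cardiac thin filaments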
Keap1-Nrf2 PPI: Keap1-Nrf2 protein-protein interaction inhibitors, primary screen, biochemical, fluorescence polarization, single point; 340,000 compounds, 0.15% hits; Kelch-like ECH-associated protein 1 (Homo sapiens), Q14145; Keap1 Kelch-Nrf2 peptide fluorescence polarization, 1536-well; inhibition, % at 9.4 µM; in the data active = inhibition above about 12%;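 also: human Keap1 Kelch domain with fluorescein labeled Nrf2 9mer peptide probe; 0% = neutral control wells and 100% = peptide positive control; higher means more block of Keap1 binding to Nrf2 peptide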
Target sequence (Q14145 whole entry, looked up, the tested form may be a part): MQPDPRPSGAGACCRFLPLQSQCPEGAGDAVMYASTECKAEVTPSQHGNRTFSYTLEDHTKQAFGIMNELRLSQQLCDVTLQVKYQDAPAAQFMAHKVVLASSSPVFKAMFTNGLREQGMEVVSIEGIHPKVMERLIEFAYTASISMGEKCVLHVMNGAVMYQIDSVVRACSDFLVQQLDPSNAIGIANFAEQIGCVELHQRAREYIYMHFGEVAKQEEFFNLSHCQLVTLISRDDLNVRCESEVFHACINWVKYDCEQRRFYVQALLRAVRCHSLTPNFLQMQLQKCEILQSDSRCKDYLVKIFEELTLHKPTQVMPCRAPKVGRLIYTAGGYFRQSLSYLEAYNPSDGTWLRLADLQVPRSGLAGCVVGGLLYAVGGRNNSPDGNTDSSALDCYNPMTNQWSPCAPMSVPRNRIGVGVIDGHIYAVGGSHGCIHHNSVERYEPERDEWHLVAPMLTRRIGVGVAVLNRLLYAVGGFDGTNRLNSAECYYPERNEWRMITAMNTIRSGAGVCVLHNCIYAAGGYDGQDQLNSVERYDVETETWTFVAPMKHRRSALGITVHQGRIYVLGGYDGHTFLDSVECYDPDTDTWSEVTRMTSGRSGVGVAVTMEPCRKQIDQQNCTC
An asterisk follows results filed as active; · = no result given. The order is random. Share with any hit: about 2.8%.

SMILES	HTR5A ag ctr	MOR-DOR ag	C-LANA FP	HTR5A inv ctr	V-ATPase pH	CAL PDZ FP	Cardiac RTF inh	MOR-DOR inv ag	cardiac RTF act	Keap1-Nrf2 PPI
COc1ccc(C2=NN(C(=O)c3ccccc3)C(c3ccc(OC)c(OC)c3)C2)c(OC(C)=O)c1 (configuration not stated)	6	-2.0	-0.7	-22	1	0	-4	10	7	-8
COc1cc(/C=C2/S/C(=N/S(=O)(=O)c3ccccc3)NC2=O)c([N+](=O)[O-])cc1OC	0	-0.7	3.3	10	2	-1	-11	4	6	1
CCN(CC)C(=O)[C@H]1CC(CC(=O)NC(C)(C)C)C(=O)N2CCc3c([nH]c4ccccc34)[C@]12C (some centres not stated)	-3	0.1	-1.4	9	0	-3	-13	-1	0	1
CC(C)(C)c1ccccc1OCC(=O)NCCC(=O)O	0	1.8	0.9	29	1	-4	-7	-9	-2	-3
Cc1cccc(C(=O)Nc2nc(C)c(C(=O)Nc3ccc4c(c3)CCC4)s2)c1	2	0.5	-0.5	-6	-4	-5	-6	-3	-7	-1
CCc1nc2ccccc2n1CC(=O)N(C(C)CC)C1CCS(=O)(=O)C1 (configuration not stated)	·	·	4.2	·	11	0	-2	·	-3	-4
NC(=O)c1nsc(C(=O)N(c2ccccc2F)C(C(=O)NCc2ccc(F)cc2)c2ccc(O)cc2)c1N (configuration not stated)	2	0.2	-0.8	-4	0	-3	-2	-1	5	-7
O=C(c1ccc(Cl)c(Cl)c1)N1CCC(=O)N(C(CO)Cc2ccccc2)CC1 (configuration not stated)	3	-0.3	1.8	-9	-4	-1	-5	2	2	0
N=C1C(=O)OCC1c1ccccc1NC(=O)CN1CCCCC1 (configuration not stated)	-6	-2.7	-1.8	15	-2	-6	-20	16	-6	3
O=C(CSc1nnc(-c2ccccc2)c(-c2ccccc2)n1)Nc1ncc(Cl)cc1Cl	-5	1.2	-0.4	-1	-6	-6	-3	-6	-6	3
Nc1nc(CSC(=S)N2CCOCC2)nc(Nc2ccc(F)cc2)n1	1	-2.4	2.5	-16	5	-1	-15	13	-4	2
CC(C(=O)N1CCN(C)CC1)N1C(=O)c2ccccc2C1=O (configuration not stated)	-2	-1.6	0.6	-44	-3	·	-4	9	-5	1
COc1cccc2sc(N3CCN(C(=O)c4ccc([N+](=O)[O-])o4)CC3)nc12	5	-1.7	-1.3	-9	-5	-7	-4	8	-6	3
C=CCOC(=O)Nc1c(C(=O)OC)[nH]c2ccccc12	-3	-2.9	-0.1	8	12	-5	2	13	-3	-3
O=C(NCCCc1ccccc1)[C@@H]1Cc2ccccc2CN1	-2	0.1	0.8	9	2	1	-1	0	0	0
Cc1ncoc1C(=O)Nc1cccc(Cl)c1	1	1.1	1.0	-25	-8	·	-8	-6	-2	-2
CC(Sc1ccccc1)C(=O)Nc1cccc(N(C)S(C)(=O)=O)c1 (configuration not stated)	-1	-4.7	-0.8	-1	-2	-4	-5	22	3	-4
COc1ccc2c(c1)CCc1c(C(=O)NCCc3ccc(OC)c(OC)c3)noc1-2	5	3.1	-0.4	-16	-2	·	-5	-16	-2	-4
CCCN=C1CC(C)(C)CC(=O)/C1=C(/O)CCCN1C(=O)c2ccccc2C1=O	-4	-2.1	0.1	23	2	1	-8	10	-8	2
COc1ccccc1C1CC(=O)Oc2cc(C)cc(C)c21 (configuration not stated)	1	-1.1	-1.1	-4	2	-2	-2	5	-2	-1
O=C(/C=C\NCC(=O)c1ccccc1)c1ccccc1	-4	-1.3	-1.9	11	0	-4	-8	7	7	-9
CCOC(=O)C1CN(C(C)(C)C)C(=O)C1=O (configuration not stated)	11	0.9	-0.1	-39	1	-3	3	-5	5	-3
O=C(NCCCn1ccnc1)Nc1ccc2c(c1)OCO2	4	-3.0	0.5	-15	-3	-5	-9	14	1	-7
CCCOc1ccccc1-c1nc2c([nH]1)c(=O)[nH]c(=O)n2C	13*	-0.5	4.6	-3	-7	·	3	2	3	-6
O=C(OCc1nc2ccccc2[n+]([O-])c1C(=O)c1ccccc1)c1ccco1	2	-2.4	2.6	-5	-8	-4	8	12	-3	2
COc1ccc(/C=C(/CC(=O)Nc2ccccc2)c2nc3ccccc3s2)cc1	1	-3.0	-1.9	13	-3	-4	11	15	5	-1
CC(C)Oc1ccc(C2C(C#N)=C(N)Oc3c2oc(CO)cc3=O)cc1 (configuration not stated)	0	-3.4	1.0	-1	-2	·	4	16	2	-2
COc1ccc(C2C(CN3CCOCC3)C(=O)N2c2ccccc2)cc1 (configuration not stated)	-3	-3.4	0.8	8	1	-1	1	18	-3	-3
O=C(CSc1ccccc1)NC1CCCCCCC1	1	-1.6	1.8	-6	-1	·	0	8	-3	-1
CCCCOc1ccc(C(=O)NCC(=O)NCC(c2cccs2)N2CCOCC2)cc1 (configuration not stated)	6	-1.3	-0.1	-14	3	-2	-2	5	-3	0
Cn1c(SCc2cccc(Br)c2)nc2ccccc2c1=O	-3	2.9	-0.4	12	2	0	-4	-14	-9	-1
C=CCNC(=S)NNC(=O)c1cc(-c2cccnc2)nc2ccccc12	-1	-4.5	0.0	2	6	-3	12	23	-8	0
COc1cccc(CNc2nc3nc(C)cc(=O)n3[nH]2)c1	-1	-0.8	-1.6	-15	2	-1	-5	5	6	0
CCOC(=O)C1=C(C)N=c2s/c(=C\c3ccc(OCC(=O)O)cc3)c(=O)n2C1c1ccc(OC(C)C)cc1 (configuration not stated)	0	-1.3	2.4	-2	1	-4	-7	8	3	-2
COc1cccc(CCNS(=O)(=O)CCNC(=O)c2cccc(OC)c2)c1	2	-3.7	·	-5	-4	7	1	19	-4	·
CCN1C(=O)c2cccc3c(S(=O)(=O)NCCCN4CCOCC4)ccc1c23	2	-0.9	2.2	-9	-1	-2	-5	5	-4	3
Cn1ncc(Br)c1C(=O)Nc1ccc(Br)cn1	-2	-0.5	-0.6	-9	0	1	0	3	3	-2
COc1ccc(-n2ccn3c(CCC(=O)N4CCN(c5cccc(C)c5C)CC4)nnc3c2=O)cc1	6	-2.8	-1.4	3	-1	·	2	14	-6	-2
O=S(=O)(c1ccccc1)c1nc(-c2ccco2)oc1Nc1ccccc1	4	1.5	-1.9	-8	5	6	-1	-7	-3	-2
CC(C)N1CCN(Cc2ccc(-c3ccccc3)cc2)CC1CCO (configuration not stated)	4	2.1	0.8	2	-2	-6	-10	-11	-2	1

Results in Cardiac RTF inh, Keap1-Nrf2 PPI and HTR5A ag ctr, for 2 of the compounds above:
Structure | Cardiac RTF inh | Keap1-Nrf2 PPI | HTR5A ag ctr
CCOC(=O)C1=C(C)N=c2s/c(=C\c3ccc(OCC(=O)O)cc3)c(=O)n2C1c1ccc(OC(C)C)cc1 (configuration not stated) | -7 | -2 | 0
COc1cccc(CCNS(=O)(=O)CCNC(=O)c2cccc(OC)c2)c1 | 1 | · | 2

Continued:
SMILES	HTR5A ag ctr	MOR-DOR ag	C-LANA FP	HTR5A inv ctr	V-ATPase pH	CAL PDZ FP	Cardiac RTF inh	MOR-DOR inv ag	cardiac RTF act	Keap1-Nrf2 PPI
CCOC(=O)CC(=O)CSc1nc(-c2ccc3c(c2)OCO3)cc(C(F)(F)F)c1C#N	2	-1.2	7.4	-6	-9	·	-12	6	40*	1
O=C(Nc1ccc(F)cc1F)C1CCN(C(=O)c2ccc(Br)cc2)CC1	-1	-0.7	-3.4	3	1	-7	-7	3	0	0
CC(OC(=O)c1ccccc1OCc1ccc(Cl)cc1)C(N)=O (configuration not stated)	0	-0.9	-0.1	0	-3	1	-14	4	4	-7
C/C(=N\NC(=O)c1cc(O)ccc1O)c1cccc(NC(=O)c2cccc(Cl)c2)c1	1	2.0	-0.3	-3	5	-1	-2	-10	-4	-3
CC(=O)c1cccc(NC(=O)CCN2C(=O)C3C4CCC(C4)C3C2=O)c1 (configuration not stated)	-1	-0.7	-0.5	-22	-3	-1	-3	4	-1	0
O=C(Nc1ccc2c(c1)OCO2)C1CCN(Cc2cnn(-c3ccccc3)c2-n2cccc2)CC1	-4	1.6	-0.8	20	-2	0	11	-10	10	-7
CCC1CCCCN1CCCNC(=O)C(C)n1nc(C)c2sc3ccccc3c2c1=O (configuration not stated)	-7	-2.2	-0.2	25	0	1	-3	11	-5	-5
Cc1cccc(NC(=S)Nc2cccc(C)n2)n1	4	-1.4	-1.7	-14	-3	-5	-4	7	2	-6
COc1ccc(-c2n[nH]c(=S)n2-c2ccc3c(c2)OCCO3)cc1	-4	-0.6	0.2	11	1	-6	-9	4	-3	-6
Cc1ccc(-c2nn(CC(=O)NCc3cc(-c4nn(C)c(=O)c5ccccc45)ccc3C)c(=O)c3ccccc23)cc1	-4	-1.4	1.2	-2	-2	40*	-1	8	5	-4
Nc1[nH]n(-c2ccccc2)c(=O)c1N=Nc1ccccc1[N+](=O)[O-]	2	-3.1	1.2	8	4	-2	9	19	-2	0
Cn1cc(CCNC(=O)c2ccc3nc(Cc4ccccc4F)oc3c2)cn1	3	-3.0	-1.2	-10	-4	-6	1	16	-8	-2
CCNc1nc(Nc2ccc(C)c(Cl)c2)c2cnn(C)c2n1	4	0.6	-4.3	-14	5	1	12	-3	-7	1
Cc1cc(N2CCCC2)ccc1NC(=O)COc1cccc(C(F)(F)F)c1	3	8.7	0.7	-7	2	·	-2	-35	8	-2
COc1ccc(CC(=O)Nc2ccc(-c3noc(-c4ccccc4OC)n3)cc2)cc1	23*	3.5	-0.3	-58	-1	6	-3	-18	3	0
Cc1cc(N2C(=O)C(O)=C(C(=O)c3ccco3)C2c2cccc(Cl)c2)no1 (configuration not stated)	4	-4.0	1.3	-14	3	-7	2	20	-6	2
CCOc1ccc(N(CC(=O)NCc2ccc(F)cc2)C(=O)c2snc(C(N)=O)c2N)cc1	6	0.4	0.5	-18	4	-5	-3	-2	-3	1
CCCc1cc(=O)[nH]c(SCC(=O)Nc2sc(C(N)=O)c(C)c2C(=O)OCCOC)n1	5	-2.1	-2.8	-12	-2	-1	-21	8	-1	0
CCC(=O)c1ccc(OCC(=O)Nc2ccc3nc(C)sc3c2)cc1	7	-1.1	-0.4	-20	-4	-3	0	6	7	-6
COC(=O)c1ccc(CNC(=O)[C@@H]2CCCN2S(=O)(=O)c2ccccc2F)cc1	3	-3.8	-1.0	-9	-3	11	1	16	-3	-5
CNC(=O)c1ccc(N(Cc2ccccc2)S(C)(=O)=O)cc1	3	-3.9	-0.4	2	-2	-4	-3	19	-2	-1

Screening results as filed in PubChem BioAssay.
